Screening data as filed in PubChem.
KOR beta-arrestin-1: KOR agonists, beta-arrestin recruitment, primary screen, cell-based, luminescence, uHTS (AID 1777); KOR beta-arrestin recruitment, luminescence; higher % means a stronger effect; hit rate 0.02% among 280,000; activation, % at 10 µM; hits with a dose series show EC50 in µM; in the data active = activation above about 50%, passing the limit was not always enough; note: a part of the inactive calls stands beside numbers as strong as those of hits
HIV fusion peptide: inhibitors of HIV fusion peptide binding, primary screen, biochemical, uHTS, fluorescence dequenching (AID 1986); cell-free peptide binding, fluorescence dequenching, 30 min; higher % means a stronger effect; one-dose inhibition, % at 20 µM; IC50 in µM for titrated hits; hit rate 0.3% among 290,000; in the data active = inhibition mostly above about 52%, no sharp cut-off; inactive = mostly below about 76%; note: some results filed as inactive read as strong as hits
HEK293 NOD2/NF-kB: NOD2 signaling inhibitors, cell-based, luminescence, uHTS, HEK293 (AID 1566). HEK293 NOD2/NF-kB luciferase reporter, luminescence; higher % means a stronger effect. inhibition, % at 4 µM; hits with a dose series show EC50 in µM. hit rate 0.63% among 290,000; note: many of its hits are not listed in these tables
AID2073: disruptors of CaV2.2 binding to Mint1 – biochemical, HTRF (AID 2073) | HTRF protein-protein interaction, Mint1-CaV2.2; higher % means a stronger effect | one-dose inhibition, % at 20 µM; IC50 in µM for titrated hits | hit rate 0.19% among 290,000; in the data active = inhibition mostly above about 51%, no sharp cut-off; inconclusive = no clear call, values can overlap the other calls; inactive = mostly below about 53%; note: some results filed as inactive read as strong as hits
Yfh1-off respiration: enhancers of respiration in Yfh1-depleted yeast, dose response, Friedreich's ataxia, plus single-dose screen (AID 1465) | S. cerevisiae Yfh1-off respiration, WST-1 reduction, 72 h; higher fold induction means a stronger effect | fold induction at 50 µM; hits with a dose series show EC50 in µM | hit rate 0.074% among 220,000;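 active = fold induction of absorbance versus untreated yeast above a set limit, then at least 30% activation at any dose in follow-up; inconclusive = repeats straddling the limit, or above it without dose testing; inactive = fold induction below the set limit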;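 note: activators that raise dye reduction in frataxin-depleted yeast; strong numbers were not always called active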
KOR beta-arrestin-2: KOR antagonists, beta-arrestin recruitment, cell-based, luminescence, uHTS (AID 1778) | KOR beta-arrestin recruitment, luminescence, antagonist mode; higher % means a stronger effect | inhibition, % at 10 µM; hits with a dose series show IC50 in µM | hit rate 0.091% among 290,000; note: strong numbers were not always called active
Dengue-2 NS5 capping: flavivirus cap methylation enzyme inhibition – biochemical, confirmation dose response, primary screen (AID 588689); Dengue-2 NS5 methyltransferase capping enzyme assay, biochemical; higher % means a stronger effect; inhibition, % at 25 µM; hits with a dose series show IC50 in µM; hit rate 0.3% among 340,000; in the data active = a potency from the dose series; inconclusive = inhibition above about 29% without an active follow-up result
West Nile virus CPE: West Nile virus antiviral activity, cell-based, CPE readout (AID 1621) | West Nile virus-infected cells, CPE inhibition; higher % means a stronger effect | CPE inhibition, % at 10 µM, or IC50 in µM where a hit was titrated | hit rate 0.02% among 290,000; in the data active = a potency from the dose series; inconclusive = CPE inhibition mostly from about 3.7% at the one dose, without a potency; inactive = the rest, 99 in 100 with CPE inhibition below about 2.2%; note: strong numbers were not always called active
NOD1 NF-kB reporter: NOD1 signaling inhibitors, primary screen, cell-based, luminescence, uHTS (AID 1578). NOD1-driven NF-kB luciferase reporter cells, luminescence; higher % means a stronger effect. inhibition, % at 4 µM, or EC50 in µM where a hit was titrated. hit rate 1% among 290,000; in the data active = inhibition mostly above about 36%, no sharp cut-off; inactive = mostly below about 34%;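 note: HEK-293T reporter cells stimulated with the NOD1 agonist gamma-tri-DAP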
Dengue-2 NS5 capping pilot replicate: further read-out of Dengue-2 NS5 capping, marked with its call; inhibition, %; measured here: pilot screen replicate inhibition
* hit, by the source's call; i = inactive; ? = inconclusive; · = not tested or not shown; [ ] = another dose, or the depositor's remark. Cut-off read from the data, not from the text of the source, unless noted: active = inhibition above about 50%; inactive = the rest. Not all compounds are listed. The share of hits here may be higher or lower than overall.

SMILES | KOR beta-arrestin-1 | HIV fusion peptide | HEK293 NOD2/NF-kB | AID2073 | Yfh1-off respiration | KOR beta-arrestin-2 | Dengue-2 NS5 capping | West Nile virus CPE | NOD1 NF-kB reporter | others
Cc1nnc2sc(-c3cccc4ccccc34)nn12 | 4.5% | 5.9% | 5% | 8% | i | -38% | -2% | 0.6% | -26%
CCc1nn(CC(=O)NCc2ccccc2Cl)c(=O)c2cccn12 | -2.0% | -0.6% | 14% | 9% | · | 7% | -8% | -0.3% | 0%
CCOc1ccc(C2=Nn3c(nnc3-c3ccc(OC)cc3)SC2)cc1 | -1.4% | -0.5% | -25% | 1% | i | -42% | 6% | 0.0% | -14% | Dengue-2 NS5 capping pilot replicate=1.8
CCOc1c2ccc(C(=O)N[C@H](C)C3CCCCC3)cc2nn1CC | 1.7% | 46% | 19% | 8% | i | 6% | 0% | -0.4% | 17%
CCOc1cccc(/C(O)=C2/C(=O)C(=O)N(CCOC)C2c2ccco2)c1 (configuration not stated) | 4.4% | 6.9% | 2% | -6% | i | -18% | -2% | 0.2% | -8%
Cn1c(SCC(=O)N2CCCC2)nc2ccccc21 | -6.3% | 0.2% | 10% | -1% | i | 16% | -5% | 0.0% | -36%
C[n+]1cccc(C(=O)N/N=C/c2ccc3c(c2)OCO3)c1 | 3.3% | -2.0% | -12% | -12% | · | -33% | -2% | 0.1% | -15%
CN1C=CC2=C(C#N)C(N)C(C#N)(C#N)[C@H](c3ccccc3)[C@H]2C1 (some centres not stated) | 2.6% | 23% | 6% | 14% | i | -45% | ? | 0.0% | -36%
O=[N+]([O-])c1cncc([N+](=O)[O-])c1Nc1ccccc1Cl | -4.8% | -1.1% | 8% | -1% | i | 28% | · | -0.4% | -9%
COc1ccc(-n2c(O)c(C=NCc3ccccn3)c3ccccc3c2=O)c(OC)c1 | -3.9% | 0.1% | 22% | 2% | i | 21% | 2% | -0.1% | -3%
Cc1cc(C)c(C#N)c(SCCS(=O)(=O)Cc2ccc(Cl)cc2)n1 | 1.7% | -5.1% | 6% | 22% | i | -32% | 2% | -0.2% | -42%
COc1ccc(-c2nnc3n2N=C(C)CS3)cc1 | -3.6% | -2.0% | 12% | 24% | i | 15% | 3% | 0.6% | 8% | Dengue-2 NS5 capping pilot replicate=2.0
COc1ccc(C(=O)N/N=C(/C)c2cccc(NC(=O)c3ccncc3)c2)cc1OC | 4.0% | -0.7% | 28% | -6% | · | -11% | 0% | 0.1% | -27%
O=C(NCCCn1ccnc1)c1cccc(S(=O)(=O)Nc2ccccc2F)c1 | 1.1% | 34% | 21% | 7% | i | -16% | -3% | -0.1% | -1%
CCCCCOC(=O)Cn1c(=O)c2c(nc(N3CCOCC3)n2C)n(C)c1=O | 0.5% | 1.9% | 10% | 25% | i | -1% | -1% | -0.5% | -19%
COc1cc(OC)cc(C(=O)NNC(=O)c2cc3ccccc3cc2O)c1 | -2.9% | 3.8% | 41% | 32% | · | -68% | -1% | -0.6% | -4%
CC(=O)NC(Cc1ccccc1)Cc1ccccc1 | -4.8% | 0.3% | 2% | 5% | · | 39% | -4% | -0.3% | -5%
CC(C)(C)OC(=O)COc1cc(O)c2c(=O)cc(-c3ccccc3)oc2c1 | -2.9% | 1.9% | 14% | 14% | i | -5% | -7% | 0.3% | -24%
CCOc1ccc(S(=O)(=O)Nc2ccc3c(c2)c2c(n3S(=O)(=O)c3ccc(OCC)cc3)CCCC2=O)cc1 | 5.8% | 2.0% | 18% | 10% | i | 7% | · | 0.2% | -12%
CN(Cc1ccccc1NCC(=O)Nc1ccccc1C#N)C1CCCCC1 | 0.1% | -2.4% | -11% | -2% | i | 5% | -2% | -0.8% | 2%

Quoted at random: three compounds from above
SMILES | KOR beta-arrestin-1 | HIV fusion peptide | HEK293 NOD2/NF-kB | AID2073 | Yfh1-off respiration | KOR beta-arrestin-2 | Dengue-2 NS5 capping | West Nile virus CPE | NOD1 NF-kB reporter | others
COc1ccc(C(=O)N/N=C(/C)c2cccc(NC(=O)c3ccncc3)c2)cc1OC | 4.0% | -0.7% | 28% | -6% | · | -11% | 0% | 0.1% | -27%
O=C(NCCCn1ccnc1)c1cccc(S(=O)(=O)Nc2ccccc2F)c1 | 1.1% | 34% | 21% | 7% | i | -16% | -3% | -0.1% | -1%
CCOc1ccc(C2=Nn3c(nnc3-c3ccc(OC)cc3)SC2)cc1 | -1.4% | -0.5% | -25% | 1% | i | -42% | 6% | 0.0% | -14% | Dengue-2 NS5 capping pilot replicate=1.8

Among those listed so far, these contain a Cl atom.
SMILES | KOR beta-arrestin-1 | HIV fusion peptide | HEK293 NOD2/NF-kB | AID2073 | Yfh1-off respiration | KOR beta-arrestin-2 | Dengue-2 NS5 capping | West Nile virus CPE | NOD1 NF-kB reporter | others
CCc1nn(CC(=O)NCc2ccccc2Cl)c(=O)c2cccn12 | -2.0% | -0.6% | 14% | 9% | · | 7% | -8% | -0.3% | 0%
O=[N+]([O-])c1cncc([N+](=O)[O-])c1Nc1ccccc1Cl | -4.8% | -1.1% | 8% | -1% | i | 28% | · | -0.4% | -9%
Cc1cc(C)c(C#N)c(SCCS(=O)(=O)Cc2ccc(Cl)cc2)n1 | 1.7% | -5.1% | 6% | 22% | i | -32% | 2% | -0.2% | -42%

Further entries follow:
SMILES | KOR beta-arrestin-1 | HIV fusion peptide | HEK293 NOD2/NF-kB | AID2073 | Yfh1-off respiration | KOR beta-arrestin-2 | Dengue-2 NS5 capping | West Nile virus CPE | NOD1 NF-kB reporter | others
CSc1ccc(CN2CCN(CC=C(C)C)C(CCO)C2)cc1 (configuration not stated) | 4.5% | -0.1% | -9% | -4% | i | -56%[20 µM] | -3% | -0.4% | -8%
CC(CN1CCOCC1)OC(=O)c1ccccc1Br (configuration not stated) | 1.0% | -1.6% | 4% | -1% | i | -33% | -5% | 0.1% | 13%
CCN(Cc1ccccc1)S(=O)(=O)c1ccc(S(=O)(=O)N(Cc2cccc(OC)c2)CC2CCCO2)cc1 (configuration not stated) | 2.0% | 1.2% | -22% | -2% | i | -14% | 6% | 0.0% | 0%
COc1cc2c(cc1CN1CCN(C(=O)c3cc(OC)c(OC)c(OC)c3)CC1)OCO2 | -1.3% | 0.6% | 11% | 5% | · | 16% | -1% | -0.5% | -17% | Dengue-2 NS5 capping pilot replicate=-3.3
O=C1C(=O)N(CCN2CCOCC2)C(c2ccccc2)/C1=C(\O)c1ccc2c(c1)OCCO2 (configuration not stated) | -2.2% | -1.6% | -3% | 3% | · | 0% | 0% | -0.2% | -23%
O=C(C1CC1)N(Cc1ccco1)c1nc(-c2ccccc2)cs1 | 0.4% | 8.0% | 3% | 6% | i | -14% | -2% | -0.7% | 21%
COc1ccccc1-c1nc2c3ccccc3nc(=S)n2[nH]1 | -8.0% | -0.9% | -4% | -31% | · | 6% | -8% | -0.7% | -2%
CCCNC(=O)CN1C(=O)NC2(CCCc3cc(OC)ccc32)C1=O (configuration not stated) | 0.7% | -1.0% | 3% | -3% | i | -3% | -5% | 0.8% | -9%
CCOC(=O)C1=C(c2ccccc2)OC(N)=C(C#N)C1c1cccnc1 (configuration not stated) | -5.0% | 0.2% | -2% | -3% | i | 3% | 3% | -0.4% | -32%
Nc1ccc(-c2nc3cc(N)ccc3s2)cc1 | · | -0.6% | -268% | ? | i | -2%[20 µM] | -1% | 0.2% | -73%
CC(C)C(NC(=O)c1ccco1)C(=O)OCC(=O)Nc1ccc(C(N)=O)cc1 (configuration not stated) | -3.4% | 0.9% | 18% | 10% | i | 7% | 3% | 0.1% | -18%
CC(=O)Cn1c(N2CCC(Cc3ccccc3)CC2)nc2c1c(=O)[nH]c(=O)n2C | -6.9% | -1.3% | 21% | 8% | i | 8% | -6% | 1.0% | 18%
CC(C)NC(=O)NC(=O)COC(=O)c1cccc(S(=O)(=O)N2CCCCC2)c1 | 2.6% | -0.7% | 4% | -5% | i | -30% | -1% | 0.3% | 2%
COc1ccc(C(=O)N2CCNC(=O)C2CC(=O)Nc2cc(Cl)ccc2OC)cc1 (configuration not stated) | 0.0% | 0.8% | 19% | 3% | · | -2% | -1% | -1.2% | -2%
O=C(O)/C=C/C(=O)Nc1ccc(S(=O)(=O)N2CCCC2)cc1 | 3.0% | 1.7% | 4% | 45% | i | -52% | -13% | 0.7% | -11%
CC1CCCCN1CC(O)COCc1ccc(Cl)cc1 (configuration not stated) | 4.5% | -0.4% | 2% | 15% | · | -17% | -4% | -0.8% | -15%
O=C(NC(NC(=S)Nc1ccccc1C(=O)O)C(Cl)(Cl)Cl)c1ccccc1 (configuration not stated) | 3.9% | 13% | 4% | 36% | i | -18% | 35% | 0.4% | -13%
CCOC(=O)Cc1csc(N/N=C\c2ccccc2OC)n1 | -2.6% | -1.2% | -10% | 8% | · | -11% | -1% | -0.5% | -45%
O=C(NC(=S)NC1CCSC1=O)c1ccccc1 (configuration not stated) | 1.0% | 1.4% | 13% | 2% | i | -16% | · | 0.1% | -18%
Cc1cc(C(=O)N/N=C/c2ccc(-c3cccc(Br)c3)o2)n[nH]1 | · | 0.1% | 17% | 16% | i | -2% | · | 0.0% | -11%
O=C(NNC(=O)C12CC3CC(CC(C3)C1)C2)c1ccncc1 | 16% | -0.3% | 10% | 14% | · | 1% | -14% | -0.3% | 2%
NNC(=O)Cc1cn(-c2ncc(C(F)(F)F)cc2Cl)c2ccccc12 | 0.9% | 0.1% | 5% | -1% | i | -20% | -6% | -0.3% | -37%
Cc1cc(C)c(NC(=O)NC(=O)c2ccc(F)cc2)c(C)n1 | 5.9% | -1.1% | 12% | -2% | i | -20% | 3% | -0.3% | 4%
CCCS(=O)(=O)N1CCCC(C(=O)NC2CCCC(C)C2C)C1 (configuration not stated) | -3.9% | -1.9% | 0% | 0% | i | 4% | -3% | 0.2% | -18%
CC(=O)c1cccc(OCc2cc(C(=O)NCc3nc(C)c(C)s3)no2)c1 | -1.1% | 2.1% | -25% | -2% | · | -14% | -2% | -0.1% | -76%
CCOC(=O)/C(=N\Nc1ccccc1Cl)N(C)C1CCCCC1 | -3.2% | -2.4% | -50% | -16% | i | 20% | -2% | -0.7% | -30%
